TcdB GH inh – blocks C. difficile toxin B glycohydrolase activity; TcdB glycohydrolase enzymatic assay, plate reader; AID 652162; P18177; 350,000 compounds, 0.24% hits; inhibition, % at 9.99 µM; in the data active = inhibition above about 10%
BoNT-A LC inh2 – BoNT A light chain protease inhibition | 360,000 compounds, 0.17% hits | multiplex microsphere protease substrate cleavage, flow cytometry | inhibition, % at 10 µM; also: plate controls were buffer without enzyme for full effect and enzyme alone for no effect
SSB-PriA inh – blocks PriA binding to SSB C-terminal tail; AlphaScreen SSBct-PriA binding, biotinylated peptide; inhibition, % at 33 µM; 430,000 compounds, 0.6% hits; in the data active = inhibition mostly above about 37%, no sharp cut-off; inactive = mostly below about 20%;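 also: plate controls were negative control peptide for no effect and reference peptide for full effect; strong numbers were not always called active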
SARS 3CLpro inh – SARS-CoV 3CLpro protease inhibition; P0C6X7; 290,000 compounds, 0.14% hits; recombinant SARS-CoV 3CLpro, quenched FRET peptide cleavage; inhibition, % at 6 µM; in the data active = inhibition above about 12%
BH1578 lux ind – induces V. cholerae light production without autoinducers; 350,000 compounds, 0.16% hits; activation, % at 18.7 µM; AID 588436; V. cholerae BH1578 lux reporter, luminescence, 6 h; in the data active = activation mostly above about 9.7%, no sharp cut-off; inconclusive = no clear call, values can overlap the other calls; inactive = mostly below about 3.7%; also: not every result past the cut was called active; inactives centre near 0; reference of the scale not given here
DUSP3 inh – DUSP3 (human) phosphatase inhibition; inhibition, % at 13.3 µM; recombinant VHR phosphatase, pNPP absorbance; 290,000 compounds, 0.52% hits; P51452; in the data active = inhibition above about 50%; also: some compounds called inactive have numbers as strong as hits
Target sequence (P51452 whole entry, looked up): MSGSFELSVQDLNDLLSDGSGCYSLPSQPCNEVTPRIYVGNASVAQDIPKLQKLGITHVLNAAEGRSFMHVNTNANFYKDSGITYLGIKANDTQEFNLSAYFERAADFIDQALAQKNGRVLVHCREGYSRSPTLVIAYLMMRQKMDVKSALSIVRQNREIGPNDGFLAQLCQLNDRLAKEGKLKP
Anthrax LF prot – inhibitors of Bacillus anthracis lethal factor protease | inhibition, % at 10 µM | multiplex microsphere protease cleavage assay, LF | 360,000 compounds, 0.12% hits | AID 588501 | P15917; also: plate controls were buffer without enzyme for full effect and enzyme alone for no effect
Target sequence (P15917 whole entry, looked up): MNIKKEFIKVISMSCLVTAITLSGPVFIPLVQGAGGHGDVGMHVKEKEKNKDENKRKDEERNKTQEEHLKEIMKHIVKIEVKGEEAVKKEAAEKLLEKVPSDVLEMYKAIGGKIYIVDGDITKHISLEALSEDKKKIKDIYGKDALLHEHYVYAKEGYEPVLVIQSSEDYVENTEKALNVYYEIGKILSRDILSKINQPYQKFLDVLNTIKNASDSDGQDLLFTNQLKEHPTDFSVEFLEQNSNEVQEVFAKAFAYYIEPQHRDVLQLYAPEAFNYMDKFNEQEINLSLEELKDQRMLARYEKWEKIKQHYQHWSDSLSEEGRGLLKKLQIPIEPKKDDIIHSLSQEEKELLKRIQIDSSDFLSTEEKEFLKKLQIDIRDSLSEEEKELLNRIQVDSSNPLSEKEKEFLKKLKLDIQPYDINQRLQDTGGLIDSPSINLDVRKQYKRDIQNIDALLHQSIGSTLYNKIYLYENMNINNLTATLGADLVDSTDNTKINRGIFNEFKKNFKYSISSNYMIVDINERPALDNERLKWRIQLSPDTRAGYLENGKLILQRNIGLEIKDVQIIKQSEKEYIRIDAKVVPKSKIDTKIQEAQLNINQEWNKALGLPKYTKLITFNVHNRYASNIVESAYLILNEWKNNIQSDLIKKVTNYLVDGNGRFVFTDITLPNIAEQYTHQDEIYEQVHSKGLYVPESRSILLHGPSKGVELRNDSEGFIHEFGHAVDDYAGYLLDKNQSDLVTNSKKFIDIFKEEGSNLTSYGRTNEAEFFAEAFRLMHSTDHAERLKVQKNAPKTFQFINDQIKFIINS
CCHFV vOTU inh – blocks the CCHF virus ovarian tumor domain protease; CCHFV vOTU protease, Pep-AMC fluorescence; inhibition, % at 11.5 µM; 370,000 compounds, 0.55% hits; in the data active = inhibition above about 30%; also: 0% = vehicle wells with enzyme and 100% = no enzyme wells
PfHsp40 yeast – restores yeast growth despite PfHsp40 toxicity. S. cerevisiae expressing PfHsp40, growth rescue, ATP luminescence. growth rescue, % at 12.5 µM. 340,000 compounds, 0.68% hits; in the data active = growth rescue above about 28%, passing the limit was not always enough; inconclusive = no clear call, values can overlap the other calls;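 also: yeast W303a lacking pdr1 and pdr3 grown in galactose medium; growth measured after three days at 30 °C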
Y pestis TopoI – inhibitors of Yersinia pestis topoisomerase I. Y. pestis Topo-I cleavage product accumulation, plate reader. activity, % at 10 µM. 360,000 compounds, 0.064% hits. AID 504884; in the data active = activity above about 50%, passing the limit was not always enough; inconclusive = no clear call, values can overlap the other calls; also: inactives centre near 2
* marks the source's active call; other numbers are inactive results; i = inactive; ? = inconclusive; nt = no result given; & = joins results of further samples. Rule as the data show it, unless noted: active = inhibition above about 30%; inconclusive = no clear call, values can overlap the other calls; inactive = below that. A portion of the library; rates above refer to the full screens.

SMILES	TcdB GH inh	BoNT-A LC inh2	SSB-PriA inh	SARS 3CLpro inh	BH1578 lux ind	DUSP3 inh	Anthrax LF prot	CCHFV vOTU inh	PfHsp40 yeast	Y pestis TopoI
COc1ccccc1N1CCN(c2ncnc3sc(C(=O)NCC4CCCO4)c(C)c23)CC1 (stereo unspecified)	0.9	3.3	3	1	-0.3	14	2	10	3.6	25
Cc1nn(C(C)C(=O)NC2CCCCC2)c(=O)c2nn(-c3ccccc3)c(C)c12 (stereo unspecified)	-0.3	1.6	-16	1	-0.2	39	-1	11	-0.8	5
CCc1nn2c(NCCCO)cc(C)nc2c1-c1ccc(F)cc1	2.4	-2.2	-10	4	-0.3	28	-2	-2	0.9	9
COCON1C(=O)CN(C(C)=O)C1c1ccc(Cl)cc1Cl (stereo unspecified)	nt	-0.1	-7	-2	i	13	1	-3	0.1	-6
CN(N=O)c1ccc(CC2CCc3ccccc32)cc1 (stereo unspecified)	-0.5	-0.2	-18	nt	i	nt	-5	7	-0.2	45
CC(C)(C)c1cc(-c2n[nH]c(=S)n2-c2ccccc2F)n[nH]1	0.5	1.1	5	1	-0.2	35	0	-12	0.2	-4
Cc1ccc(N/C(CSC(N)=O)=N/S(=O)(=O)c2ccccc2)cc1	nt	-0.1	nt	2	-6.2	9	0	-13	-1.0	0
CCn1c(CCC(N)=O)nnc1SCC(=O)Nc1cccc(S(=O)(=O)N2CCCC2)c1	1.7	0.0	-2	nt	-0.6	nt	5	-5	0.3	5
CC(C)(C)c1csc(NC(=O)CSc2nc3ccccc3c(=O)[nH]2)n1	nt	?	-4	5	i	-26	-1	29	-1.1	23
Cn1c(CN2CCC(C(N)=O)CC2)c(C#N)c2ccccc21	nt	0.9	-8	1	-0.3	4	16	-6	-1.3	12
C#CCN(C(=O)c1ccc(OC2CCN(C(=O)CCOC)CC2)cc1)C1CCCCC1	-3.9	-3.8	-7	0	1.6	53*	-11	3	2.5	20
Cn1c(SCC(=O)NC2CCCc3ccccc32)nnc1C1CC1 (stereo unspecified)	4.0	-2.7	-2	nt	-1.5	nt	2	13	-0.6	2
COc1cc([N+](=O)[O-])ccc1NC(=O)CN1CCc2cc(OC)c(OC)cc2C1	0.4	-3.6	-3	-1	-0.4	-60	-5	-5	-1.7	1
O=C(Nc1ccc(Cl)c(Cl)c1)c1ccccc1NC(=O)C1CC=CCC1C(=O)O (stereo unspecified)	-1.2	1.5	-4	4	-0.3	6	2	4	-0.1	3
Cc1cccn2c(=O)c(/C=C(\C#N)C(N)=O)c(Oc3ccccc3)nc12	0.0	1.5	3	2	-0.3	16	-20	-14	0.0	7
CC(=O)Nc1ccc(NC(=O)C2Cc3c(-c4ccco4)ccnc3O2)cc1 (stereo unspecified)	0.0	0.5	nt	nt	i	nt	0	1	nt	-1
COc1ccccc1CNC(=O)c1cc(-c2ccncc2)nc2c(Cl)cccc12	2.8	2.2	6	-2	i	2	0	-9	-1.2	16
C=CCNC(=S)N1Cc2cc(Br)ccc2-n2nncc2C1	-11	0.8	nt	nt	nt	nt	8	2	nt	nt
CN(C)c1ccc(C(=S)N2CCNCC2)cc1	nt	-0.4	16	0	-0.3	4	-1	2	-1.8	-5
CN1C(=O)C(=Cc2ccccc2OS(=O)(=O)c2ccccc2)C(=O)N(C)C1=O	1.4	-3.8	1	5	i	1	-1	12	0.3	11
N=C(SC1CC(=O)N(c2ccc(F)cc2)C1=O)N1N=C(c2ccccc2)CC1c1ccccc1 (stereo unspecified)	0.5	-0.4	1	-3	i	20	-7	3	-1.1	13
COc1ccc(NC(=O)NS(=O)(=O)c2ccc(C)cc2)c(OC)c1	nt	2.1	53*	1	-0.7	2	-10	-12	2.3	-5
Cc1ccc(N2CCN(S(=O)(=O)N3CCCCC3)CC2)cc1Cl	0.6	0.3	4	6	i	-17	-1	-13	3.0	41
COCCN1CCN(Cc2nc(C3(c4ccc(C)cc4)CCCC3)no2)CC1	1.8	-0.2	6	0	-0.6	13	0	4	0.1	13
Oc1c(C=C2N=c3ccccc3=N2)sc(=S)n1C1CCCCC1	1.4	70*	5&-1	9&2	0.1&-0.7	13&22	33*	3&4	0.8&0.0	-9&-13

No new results follow: an excerpt of the list.
SMILES	TcdB GH inh	BoNT-A LC inh2	SSB-PriA inh	SARS 3CLpro inh	BH1578 lux ind	DUSP3 inh	Anthrax LF prot	CCHFV vOTU inh	PfHsp40 yeast	Y pestis TopoI
CC(=O)Nc1ccc(NC(=O)C2Cc3c(-c4ccco4)ccnc3O2)cc1 (stereo unspecified)	0.0	0.5	nt	nt	i	nt	0	1	nt	-1
COc1ccccc1CNC(=O)c1cc(-c2ccncc2)nc2c(Cl)cccc12	2.8	2.2	6	-2	i	2	0	-9	-1.2	16

Further structures:
SMILES	TcdB GH inh	BoNT-A LC inh2	SSB-PriA inh	SARS 3CLpro inh	BH1578 lux ind	DUSP3 inh	Anthrax LF prot	CCHFV vOTU inh	PfHsp40 yeast	Y pestis TopoI
CS(=O)(=O)N1CCN(C(=O)C(Sc2ccccc2)c2ccccc2)CC1 (stereo unspecified)	nt	1.3	-1	4	1.0	12	-3	-8	-0.1	2
COc1ccc(CNCC(=O)Nc2sccc2C#N)cc1	1.2	nt	-7	-1	nt	17	nt	9	nt	nt
CC(=O)Nc1ccc(S(=O)(=O)NCCNS(=O)(=O)c2ccc(NC(C)=O)cc2)cc1	-0.2	0.1	-3	2	7.7	1	-16	-6	-0.1	0
Cc1nc(-c2ccc(NS(=O)(=O)c3ccccc3)cc2)cs1	2.9	0.2	4	-4	-0.3	32	5	7	-1.2	3
CC1CCC(=O)N(CCOc2ccccc2)CC1 (stereo unspecified)	0.0	0.3	-5	-9	-1.6	-22	-3	-3	0.1	5
CC(c1ccco1)N(C(=O)COc1ccc(Cl)cc1Cl)c1ccccn1 (stereo unspecified)	2.7	0.9	4	-2	i	6	-1	-11	-0.1	-7
CCN(Cc1ccccc1)CC(O)COC(c1ccc(OC)cc1)c1ccc(OC)cc1 (stereo unspecified)	1.4	-1.1	-20	0	-0.4	13	-3	14	0.2	20
COc1cccc(CNCCO)c1OCc1ccccc1Cl	-7.4	-0.2	1	4	1.0	-2	0	2	-0.8	-4
N#Cc1cccc(N=c2ssnc2Cl)c1	1.5	nt	-12	-4	nt	-9	nt	11	-1.3	nt
Cc1cc2c3c(c1)C1(C(=O)N3C(C)(C)CC2C)C(C#N)=C(N)Oc2n[nH]c(C)c21 (stereo unspecified)	nt	?	4	-2	-0.5	13	2	1	-0.5	8
O=S(=O)(Oc1ccccc1)c1ccc(Cl)c(Cl)c1	0.6	0.0	-10	nt	-0.8	nt	0	3	-1.4	4
CC(C)OC(=O)C1OC1(C)c1ccccc1 (stereo unspecified)	2.3	-0.6	-6	nt	1.1	nt	8	1	1.3	3
CCNC(=S)N=Nc1c(O)n(Cc2ccc(Cl)cc2)c2ccccc12	-9.2	12	37	-3	0.0	-8	2	27	0.1	3
Nc1c(N(CCCO)C(=O)C2CCCC2)c(=O)[nH]c(=O)n1Cc1ccccc1	-12	0.3	1	nt	i	nt	-12	-6	-0.6	-9
COc1ccc(OC(=O)c2c(C)nn(-c3ccccc3)c2C)cc1	1.4	0.2	-13	-2	-0.4	18	2	-2	2.3	-6
N#Cc1nc(COc2ccccc2F)oc1NCCc1ccccc1	nt	-1.8	43*	1	i	-13	-4	11	?	3
COc1ccccc1CNc1nc(NCCOc2ccccc2Cl)c2sccc2n1	0.6	0.0	nt	nt	i	nt	3	-1	nt	0
Cc1nc(CN2CCN(C(=O)NC3(c4ccccc4)CC3)CC2)cs1	nt	-0.2	-2	2	i	26	-4	1	-1.0	-4
CC(=O)c1cccc(NC(=O)c2cnn3ccccc23)c1	1.7	0.0	-5	-5	-0.3	15	-2	8	1.3	2
O=C(CNC(=O)c1ccco1)Nc1ccc(F)cc1	0.5	-0.2	4	-1	0.7	-3	-2	-15	0.3	1
COCCNC(=O)C(c1ccc(OC)cc1)N(C(=O)Cn1nnc2ccccc21)c1cccnc1 (stereo unspecified)	0.6	0.1	-3	10	-0.2	-9	-7	15	-1.8	-13
Cc1ccc(/C=N/N2CCN(c3ccccn3)CC2)o1	0.5	1.2	i	4	-0.4	20	7	-7	1.3	5
Cc1ccc(C)c(OCCC(=O)NNC(=O)Cn2nc(C)cc2C)c1	3.0	-0.7	-13	nt	i	nt	-5	-1	nt	-7
COc1ccc(NS(=O)(=O)c2cc(NC(=O)Cc3cccs3)ccc2C)cc1	1.1	0.1	-10	2	-0.3	7	0	-4	0.4	3
COc1ccccc1N1C(=O)CC(N2CCN(c3ccc([N+](=O)[O-])cc3)CC2)C1=O (stereo unspecified)	1.5	-2.2	1	-5	-1.8	40	14	8	0.3	4
O=C1CC(C(=O)O)S/C(=N\N=C\c2ccc(Br)cc2)N1 (stereo unspecified)	-1.8	-1.0	nt	3	-0.5	27	0	6	-0.4	8
CC(C)(C)c1cc(NC(=O)c2cccs2)no1	1.2	-1.7	-3	1	-1.4	10	-2	-7	-1.0	4

Molecules listed so far containing a Cl atom (ten):
SMILES	TcdB GH inh	BoNT-A LC inh2	SSB-PriA inh	SARS 3CLpro inh	BH1578 lux ind	DUSP3 inh	Anthrax LF prot	CCHFV vOTU inh	PfHsp40 yeast	Y pestis TopoI
COCON1C(=O)CN(C(C)=O)C1c1ccc(Cl)cc1Cl (stereo unspecified)	nt	-0.1	-7	-2	i	13	1	-3	0.1	-6
O=C(Nc1ccc(Cl)c(Cl)c1)c1ccccc1NC(=O)C1CC=CCC1C(=O)O (stereo unspecified)	-1.2	1.5	-4	4	-0.3	6	2	4	-0.1	3
COc1ccccc1CNC(=O)c1cc(-c2ccncc2)nc2c(Cl)cccc12	2.8	2.2	6	-2	i	2	0	-9	-1.2	16
Cc1ccc(N2CCN(S(=O)(=O)N3CCCCC3)CC2)cc1Cl	0.6	0.3	4	6	i	-17	-1	-13	3.0	41
CC(c1ccco1)N(C(=O)COc1ccc(Cl)cc1Cl)c1ccccn1 (stereo unspecified)	2.7	0.9	4	-2	i	6	-1	-11	-0.1	-7
COc1cccc(CNCCO)c1OCc1ccccc1Cl	-7.4	-0.2	1	4	1.0	-2	0	2	-0.8	-4
N#Cc1cccc(N=c2ssnc2Cl)c1	1.5	nt	-12	-4	nt	-9	nt	11	-1.3	nt
O=S(=O)(Oc1ccccc1)c1ccc(Cl)c(Cl)c1	0.6	0.0	-10	nt	-0.8	nt	0	3	-1.4	4
CCNC(=S)N=Nc1c(O)n(Cc2ccc(Cl)cc2)c2ccccc12	-9.2	12	37	-3	0.0	-8	2	27	0.1	3
COc1ccccc1CNc1nc(NCCOc2ccccc2Cl)c2sccc2n1	0.6	0.0	nt	nt	i	nt	3	-1	nt	0
